# ST2 inh – inhibitors of human ST2 (IL1RL1) binding to IL-33. Q01638. inhibition, % for hits at 17 µM. AlphaLISA ST2-Fc/biotin-IL-33 interaction, 1 h. 78,000 tested, 2.3% active. AID 1259354; in the data active = inhibition above about 30%; inconclusive = mostly about 10% to 28%
# Target sequence (Q01638 whole entry, looked up): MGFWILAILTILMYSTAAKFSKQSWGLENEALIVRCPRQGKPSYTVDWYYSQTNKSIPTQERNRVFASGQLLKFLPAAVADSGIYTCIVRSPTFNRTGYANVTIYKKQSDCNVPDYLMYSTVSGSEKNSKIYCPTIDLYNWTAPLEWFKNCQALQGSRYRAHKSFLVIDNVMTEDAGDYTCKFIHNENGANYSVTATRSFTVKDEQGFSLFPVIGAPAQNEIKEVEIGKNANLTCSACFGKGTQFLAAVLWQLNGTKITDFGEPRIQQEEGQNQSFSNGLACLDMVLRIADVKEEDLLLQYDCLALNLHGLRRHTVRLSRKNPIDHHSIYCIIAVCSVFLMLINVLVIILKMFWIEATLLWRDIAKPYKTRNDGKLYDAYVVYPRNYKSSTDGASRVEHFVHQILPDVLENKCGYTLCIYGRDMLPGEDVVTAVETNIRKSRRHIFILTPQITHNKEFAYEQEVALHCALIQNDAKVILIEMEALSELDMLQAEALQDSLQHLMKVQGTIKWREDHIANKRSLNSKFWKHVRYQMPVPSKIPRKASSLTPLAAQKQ
# * = called active by the depositor; i = inactive; u = inconclusive.
Molecule,ST2 inh
O=C(c1cn[nH]n1)N1CCC(Nc2ccccn2)CC1,i
CCCN(CCC)C(=O)Cn1c(=O)n(CCCC(=O)NCc2ccco2)c(=O)c2sccc21,i
c1ccc(CSc2nnc3sc4ccccc4n23)cc1,i
CCc1ccc(CN2CCC(N3CCCC(C(=O)N4CCCC4)C3)CC2)o1 (stereo not given),i
O=C(N[C@H]1CCN2C(=O)c3cc(-c4ccc5c(c4)OCO5)ccc3NC(=O)[C@H]12)C1CCCC1,i
Cc1c(C(=O)O)oc2ccc(S(=O)(=O)N(C)Cc3ccccc3)cc12,u
COc1ccccc1NC(=O)Cc1ccccc1,i
Cc1ccc(C2(O)CCN(CC(=O)N3CCOc4ccccc43)CC2)nc1,i
Cc1ccc(/C=C/NC(=O)c2ccco2)cc1C,31.0%*
COc1cccc(Cn2c(CNC(=O)C3CCC3)nc3cccnc32)c1,i
Cc1nc2ccccc2c2nc(NC(=O)c3sc4ccccc4c3Cl)nn12,i
CCC(CC)n1ncc(C)c1NC(=O)c1nc2nc(C)cc(C)n2n1,u
O=C(C1CC1)N1CCc2cc(Br)cc(S(=O)(=O)NCc3ccc(Cl)cc3)c21,u
OC(COc1ccc(C2C=CCC2)cc1)CN1CCCCC1 (stereo not given),52.0%*
CC1(C(=O)Nc2ccc3c(c2)OC2(CCCCC2)O3)CC1(Cl)Cl (stereo not given),i
O=C(COc1ccccc1)N1CCN(S(=O)(=O)c2ccc([N+](=O)[O-])cc2)CC1,i
CC(C)=CCc1cc2c(c(CC=C(C)C)c1O)OCC1c3ccc(O)cc3OC21 (stereo not given),i
COc1ccc(C(=O)N2CCCC2)cc1OC,i
CC1=C(C(=O)Nc2cc(C)ccn2)C(c2ccc(F)cc2)C2=C(CC(C)(C)CC2=O)N1 (stereo not given),i
O=C1Nc2ccccc2C(O)(C(=O)NC2CCCCCCC2)N1c1ccccc1 (stereo not given),i

# (listing goes on)
Molecule,ST2 inh
O=C(O)c1c[nH]c2ccc(S(=O)(=O)N3CCN(c4ccccc4F)CC3)cc2c1=O,i
CCOC(=O)c1sc2nc(C)nc(NC3CCCCC3C)c2c1C (stereo not given),i
CCN(CC)c1ccc(C2SC(NC(C)=O)=NN2C(C)=O)cc1 (stereo not given),i
Cc1cc2nc(Nc3nc(C)c(Cc4ccccc4)c(=O)[nH]3)nc(C)c2cc1C,u
CCOC(=O)CNC(=O)c1sc2nc(C)nc(N3CCOCC3)c2c1C,u
Cc1cc2ccccc2c(=O)n1Cc1ccccc1,i
FC(F)(F)c1ccc2nnc(-c3ccc(Br)cc3)n2c1,u
c1cc(CN(Cc2ccsc2)CC2CCCO2)n(-c2nccs2)c1 (stereo not given),u
O=C(c1cccs1)C(O)NS(=O)(=O)c1ccccc1 (stereo not given),u
CN(C)Cc1nnc(C(=O)N2C[C@H](O)[C@@H](N3CCCCC3)C2)o1,i
C=CCSc1nnc2c(n1)OC(c1ccccc1F)N(C(C)=O)c1ccccc1-2 (stereo not given),i
c1ccc(-c2cn3ccsc3n2)cc1,u
CC1=C(C(=O)Nc2ccccc2)C(c2ccccc2)n2ncnc2N1 (stereo not given),u
COCc1cn(CC2CCN(C(=O)c3ccc4nccnc4c3)CC2)nn1,i
Cn1c(=O)c2cc(S(=O)(=O)NCCc3ccccc3)ccc2n(C)c1=O,u
COc1ccc(CNC(=O)C2(O)c3ccccc3NC(=O)N2c2cccc(OC)c2)cc1 (stereo not given),i
O=C(CC(c1ccccc1)c1ccc(Cl)cc1)NCCc1cnccn1 (stereo not given),i
Cc1nc2sc3c(c2c(=O)[nH]1)CCC3,i
Cc1ccc(S(=O)(=O)Nc2c(F)c(F)c(F)c(F)c2Cl)cc1,i
CCOC(=O)C1=NN(c2cccc(Cl)c2)C2C(=O)N(c3ccccc3Cl)C(=O)C12 (stereo not given),i

# More entries
Molecule,ST2 inh
CCOC(=O)C1CCN(C(=O)c2cc3c(=O)oc4ccccc4c3s2)CC1,i
COc1ccc(C2C3CCCC=C3C(C#N)=C(N)C2(C#N)C#N)cc1 (stereo not given),i
CC(NC(=O)C1CCN(S(=O)(=O)c2ccccc2)CC1)c1ccccc1 (stereo not given),i
O=C(Nc1nnc(-c2ccc(F)cc2)o1)c1ccc(S(=O)(=O)N2CCc3ccccc3C2)cc1,i
O=S(=O)(NCc1cnn2ccccc12)c1cc2ccccc2o1,i
c1cc(CN2CCc3[nH]cnc3C2c2ccsc2)n(-c2nccs2)c1 (stereo not given),i
COc1ccc(C(=O)Nc2ccc3oc(-c4cccnc4)nc3c2)cc1[N+](=O)[O-],i
CCCc1ccc(C(=O)N2CCCC(O)(CN(C)C)C2)cc1 (stereo not given),i
COc1cc(OC)c(NC(=O)c2nn(-c3ccc(Cl)cc3)c(=O)c3ccccc23)cc1Cl,u
O=C(Nc1ccccc1Cl)c1cc2cc(Br)ccc2oc1=O,u
CN(C)CC1(O)CCCN(C(=O)c2cnc3ccccn3c2=O)C1 (stereo not given),i
O=C(Cn1cnc2c(cnn2-c2ccccc2)c1=O)N1CCCCC1,i
COc1ccc(C2CC(c3cccs3)=NN2C(=O)CSc2c[nH]c3ccccc23)cc1 (stereo not given),i
Cc1ccc(NC(=O)CSc2nnc3c(n2)[nH]c2ccccc23)cc1Cl,u
Cc1csc(-c2cc3ccc(OC/C=C/c4ccccc4)cc3oc2=O)n1,i
Cc1nc(SC/C=C/c2ccccc2)c2c(=O)n(C)c(=O)n(C)c2n1,i
CC1CCCCC1NC(=O)CCS(=O)(=O)c1cccc2nonc12 (stereo not given),i
CCOC(=O)c1sc2nc(C)nc(N3CCN(c4ccc(F)cc4)CC3)c2c1C,i
Cc1cccc(CN2C(=O)c3ccccc3Sc3ccc(C(=O)NCC4CCCO4)cc32)c1 (stereo not given),i
CC(C)=CCc1c(O)cc(O)c2c1O[C@@H](c1ccc(O)cc1)[C@H](O)C2=O,u

# Fetched by structure from the entries so far, six records:
Molecule,ST2 inh
Cc1cccc(CN2C(=O)c3ccccc3Sc3ccc(C(=O)NCC4CCCO4)cc32)c1 (stereo not given),i
CCOC(=O)C1CCN(C(=O)c2cc3c(=O)oc4ccccc4c3s2)CC1,i
O=C(Cn1cnc2c(cnn2-c2ccccc2)c1=O)N1CCCCC1,i
COc1ccc(C2CC(c3cccs3)=NN2C(=O)CSc2c[nH]c3ccccc23)cc1 (stereo not given),i
CC1CCCCC1NC(=O)CCS(=O)(=O)c1cccc2nonc12 (stereo not given),i
CCCc1ccc(C(=O)N2CCCC(O)(CN(C)C)C2)cc1 (stereo not given),i

# The results go on.
Molecule,ST2 inh
COc1cccc(C2Nc3ccccc3NC3=C2C(=O)CC(c2ccc(C)cc2)C3)c1OC (stereo not given),u
Cc1ccc(C2C(C#N)=C(N)Oc3c2ccc2cccnc32)cc1 (stereo not given),i
O=C(Cc1c(C(=O)O)[nH]c2ccc(Cl)cc12)NCC1CCCO1 (stereo not given),i
CC(C)c1noc(CCNC(=O)c2cn3c(n2)CNCC3)n1,i
O=C(Nc1ccccc1Cl)c1ccc2nc(N3C(=O)CCC3=O)sc2c1,i
O=C1CCC(C(=O)N2CC=C(c3ccccc3)CC2)CN1CCc1ccccn1 (stereo not given),i
N#Cc1c(NC(=O)Cn2cc(Br)c([N+](=O)[O-])n2)sc2c1CCC2,i
Cc1nonc1NC(=O)Nc1ccncc1,i
O=C1C[C@H]2CC[C@@H](CN1)N2C(=O)Cn1nnc2ccccc2c1=O,i
CC1CCN(C2CC(=O)N(c3ccc(N4C(=O)CC(N5CCC(C)CC5)C4=O)cc3)C2=O)CC1 (stereo not given),i
Cc1cnc(N(C)CC2CC(=O)N(C(C)(C)C)C2)nc1N(C)C (stereo not given),i
COc1ccccc1N1CCN(C(=O)C[C@@H]2O[C@H](CNS(=O)(=O)c3ccccc3)[C@@H](O)[C@H]2O)CC1,u
Fc1cc(Br)ccc1-n1ncnc1-c1ccc2c(c1)OCO2,i
Cc1ccc(CCN2CC(C(=O)NCCCN3CCCC3=O)CC2=O)cc1 (stereo not given),i
COc1cc2c(cc1CNC(=O)c1cn3c(n1)CNCC3)CCC2,i
CCN(CC)CCN1C(=O)C(=O)C(=C(O)c2ccc(Cl)cc2)C1c1cccnc1 (stereo not given),i
CC(C)c1cc(C(=O)N(CC2CCN(Cc3ccccc3F)CC2)CC2CCCO2)on1 (stereo not given),i
CC(=O)N(CN1C(=O)c2ccc([N+](=O)[O-])cc2C1=O)c1cc(Br)ccc1C,i
CC(C)(O)C#CCN1CCCCC1,i
COC1=CC(=O)C[C@@H](C)[C@]12Oc1cc(OC)cc(OC)c1C2=O,u

# Continuation.
Molecule,ST2 inh
Cc1c(Cl)cccc1N1C(=O)Nc2ccccc2N1O,i
CNc1nc(C(=O)N2CCC(N3CCCC3=O)CC2)cs1,i
O=C(c1ccccc1Cl)N1CCN(c2ccccc2)CC1,i
CC(C)(C)N1C(=O)c2ccc(S(=O)(=O)c3ccc4c(c3)C(=O)N(C(C)(C)C)C4=O)cc2C1=O,30.0%*
CC(c1ccccn1)N(C)Cc1ccc(-n2ccnc2)cc1 (stereo not given),i
CCN(CC)CCNC(=O)CSc1cc(=O)n(C)c2ccccc12,i
Nc1cc(=O)[nH]c(SCc2ccc(Br)cc2)n1,i
COc1ccc(N2C(=O)c3c(C)nc4ccccc4c3C2=O)cc1OC,i
CN1CCN(S(=O)(=O)c2ccccc2)CC1,i
CN(CC(=O)NCc1cccs1)S(=O)(=O)c1ccc(C(=O)N2CCOCC2)s1,i
COc1ccc(Cn2c(CNC(=O)c3ccc([N+](=O)[O-])cc3)nc3cccnc32)cc1,i
O=C(Nc1ccc(F)cc1F)c1oc(=O)c2ccccc2c1-c1ccccc1,i
Cc1ccc(C(=O)N(c2ccc(C(C)C)cc2)C2C=CS(=O)(=O)C2)cc1 (stereo not given),i
COc1ccc(C(=O)Nc2c(-c3cccs3)nc3ccccn23)cc1OC,i
Nc1ncnc(Nc2ccccc2)c1[N+](=O)[O-],i
O=C(COc1ccccc1)N[C@H]1CO[C@H]2[C@@H]1OC[C@@H]2n1nnnc1Oc1ccc(-n2ccnc2)cc1,u
O=C(CN1CCCCCC1)N1CCCC(CO)(Cc2ccc(F)cc2)C1 (stereo not given),i
COc1ccc(N2CCN(C(=O)c3ccc(CN(c4ccccc4)S(C)(=O)=O)cc3)CC2)cc1,u
CN1CCN(Cc2ccc(S(C)(=O)=O)cc2)CC1C(=O)O (stereo not given),i
Cc1c(C(=O)N2CCCn3nc(C(=O)NC4CC4)cc3C2)cnc2ccnn12,u

# A different layout for part of the listing above.
Cc1cccc(CN2C(=O)c3ccccc3Sc3ccc(C(=O)NCC4CCCO4)cc32)c1 (stereo not given)
  ST2 inh: i

CC(C)=CCc1c(O)cc(O)c2c1O[C@@H](c1ccc(O)cc1)[C@H](O)C2=O
  ST2 inh: u

COc1cccc(C2Nc3ccccc3NC3=C2C(=O)CC(c2ccc(C)cc2)C3)c1OC (stereo not given)
  ST2 inh: u

Cc1ccc(C2C(C#N)=C(N)Oc3c2ccc2cccnc32)cc1 (stereo not given)
  ST2 inh: i

# The list continues.
Molecule,ST2 inh
Cc1ccc(N2C(=O)CC(Sc3nc4ccccc4s3)C2=O)cc1 (stereo not given),i
O=C(CSc1nnnn1-c1ccc(F)cc1F)Nc1ccc2c(c1)OCCO2,i
Cc1cccc(N2C(=O)C3C4C=CC(O4)C3C2=O)c1C (stereo not given),i
Cc1ccc(N2C(=O)Nc3ccc(Br)cc3C2(O)C(=O)NC2CCCCC2)cc1C (stereo not given),i
CCCCOc1nnc(-c2ccc(OC)cc2)c2ccccc12,i
COc1ccc(C(=O)N2CC[C@@H]3NC(=O)[C@H]4C[C@H](NC(=O)C5CCC5)CN4C(=O)[C@H]32)cc1,i
CC1=C(C(=O)Nc2cccnc2)C(c2ccccc2F)n2ncnc2N1 (stereo not given),i
COc1cc(Cl)c(S(=O)(=O)N2CC(C)OC(C)C2)cc1Cl (stereo not given),i
Cn1c(=O)c2c(SCC(=O)N3CCCCC3)nc(-c3cccs3)nc2n(C)c1=O,i
CCc1ccc(CN2CCOc3c(O)cc(-c4cccc(Cl)c4)cc3C2)nc1,u
CC1CCC2C(C1)c1sc(=O)[nH]c1SC2(C)C (stereo not given),i
O=C(CCCn1c(=O)c2sccc2n(Cc2cccc(Cl)c2)c1=O)NCc1ccco1,u
O=C(Nc1ccnn1C1CCN(Cc2cc3ccccc3o2)CC1)C1CCCC1,u
O=C(CC(c1ccccc1)c1ccccc1F)N1CCCO1 (stereo not given),i
COc1ccccc1C1C2=C(CCCC2=O)Nc2ccccc2N1C(=O)c1ccccc1 (stereo not given),i
Cn1c(CSc2nc3ccccc3o2)nc2ccccc21,i
Nc1cc(S(=O)(=O)c2ccc(Cl)cc2)ccc1Cl,i
O=C1NC(=O)N(c2ccccc2)C(=O)C1C(c1ccccc1)c1ccccc1 (stereo not given),i
CCOc1ccc(NC(=O)COc2cc(C)ccc2C)cc1,i
CCOC(=O)C1=NN(c2ccccc2)C2C(=O)N(c3ccccc3Cl)C(=O)C12 (stereo not given),i

# (listing goes on)
Molecule,ST2 inh
Cc1ccc(NC(=O)c2cc(I)ccc2Cl)c([N+](=O)[O-])c1,u
Cc1ccc(-c2nnc(-c3nc(NCc4ccc(C)o4)c4ccccc4n3)o2)cc1,i
CC1(C)CC(=O)c2sc(NC(=O)c3sc4ccccc4c3Cl)nc2C1,i
CCC1CCCCN1S(=O)(=O)c1ccc2[nH]c(=O)cc(C(=O)O)c2c1 (stereo not given),i
CC1=C(C(N)=O)C(c2cccnc2)n2nc(SCc3ccccc3F)nc2N1 (stereo not given),i
CC1(C)CC(=O)C2=C(C1)Nc1ccc3ncccc3c1C2c1ccccc1C(F)(F)F (stereo not given),u

# Screens deposited in PubChem by IUPUI and University of Michigan.

# A portion of the library. The share of hits here may be higher or lower than overall.
